HepG2 tox: kills HepG2 cells in TGF-b inhibitor counter-screen; 0.76% of 410,000 active; AID 588856; Potency, µM (titrated, usually from 46.1 µM), for inactives: at the highest dose activity change, negative = cytotoxicity, hits mostly cytotoxic; HepG2 CAGA-GFP viability, ATP luminescence, 18 h; also: potency is read from the fitted curve at half-maximal effect; some results filed as inactive show a strong effect at the top dose
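HepG2 CAGA-GFP cells (1000/well, DMEM with 1% FBS) received compound, then TGF-beta at 500 pg/mL final, and were incubated 18 hours at 37 degrees C. Viability was read by CellTiter-Glo luminescence. Media-only wells were set as complete cell-killing and DMSO as no toxicity.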
IL2 activator: activators of IL-2; IL-2 activation reporter assay, cell-based qHTS; stimulated with anti-CD3/CD4/CD28 beads; in transgenic mouse T cells; activation, % (series mostly up to about 46 µM); 0.065% of 360,000 active; AID 652025; in the data active = activation above about 50%; inconclusive = mostly about 30% to 49%; also: 0% is about no effect
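Unstimulated transgenic mouse T cells, 750 per well, received compound and, after 60 minutes, anti-CD3/anti-CD4 bead plus anti-CD28 stimulation. EGFP and DsRed were quantified after 18 hours.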
S2 tox: reduces viability in counter-screen for ATXN expression inhibitors | S2 cells (HEK-293 line with an ATXN2-luciferase reporter) viability, CellTiter-Fluor protease fluorescence, 24 h | Potency, µM (doses to about 56.7 µM), hits mostly cytotoxic | 0.49% of 400,000 active | AID 651635; also: potency is read from the fitted curve at half-maximal effect; nearly all actives have a fitted effect of over 40% in size
Nrf2 inh: blocks Nrf2 signaling; A549 ARE-Fluc reporter, luciferase luminescence, 18-24 h; Potency, µM (highest dose often 46 µM), for inactives: at the highest dose activity change, negative = inhibition, most hits filed as inhibitors; 2.1% of 360,000 active; AID 504444; also: potency is read from the fitted curve at half-maximal effect; % is scaled to controls: 0 for no effect and ±100 for the full control effect; nearly all actives have a fitted effect of over 60% in size
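Nrf2 activity is the BugLite luminescence, read 15 min after reagent at room temperature, following CellTiter-Fluor cytotoxicity readout (30 min, 37C). Compound titrations were applied for 18-24 h to 5000 A549 ARE_Fluc cells/well in 5% FBS OPTI-MEM.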
Nrf2 activator: activates Nrf2 signaling. AID 624171. Potency, µM (doses to about 46.1 µM), without a hit: top-dose activation, hits mostly activators. 0.31% of 410,000 active. AREc32 ARE-luciferase reporter (MCF7-derived line), luminescence, 24 h; also: potency is read from the fitted curve at half-maximal effect; % of control where 0% means no effect; nearly all actives have a fitted effect of over 65% in size
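Cells of the AREc32 ARE-luciferase line are plated in OPTI-MEM containing 5% FBS and left overnight at 37 deg C. Compounds are pinned in, incubation continues 24 hr, and firefly luciferase signal is then measured.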
TGFb SMAD3 inh: inhibitors of TGF-b signaling; HepG2 CAGA-GFP TGF-b/SMAD3 reporter, GFP fluorescence, 18 h; TGF-beta stimulated, 500 pg/mL final; Potency, µM (doses to about 46.1 µM), without a hit: at the top dose activity, negative = inhibition, hits mostly inhibitors; 1.2% of 410,000 active; AID 588855; also: potency is read from the fitted curve at half-maximal effect; % is scaled to controls: 0 for no effect and ±100 for the full control effect; nearly all actives have a fitted effect of over 65% in size
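HEPG2 CAGA-GFP, 1000 cells/well; 2 h settle, 37 C; cpd via pin tool; TGF-b 500 pg/mL final; 18 h, 37 C; GFP imaging ex488/em500-530; %Activity normalised to -TGF-b and +DMSO controls; CRC fit, curve class.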
A549 viability: counter-screen for Nrf2 inhibitors: cytotoxicity in A549 cells | AID 504648 | Potency, µM (doses to about 46 µM), for inactives: at the top dose activity change, negative = cytotoxicity, usual class: inhibitors | A549 ARE-Fluc cells, CellTiter-Fluor viability, 18-24 h | 0.16% of 390,000 active; also: potency is read from the fitted curve at half-maximal effect; % is scaled to controls: 0 for no effect and ±100 for the full control effect
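Cytotoxicity counterscreen: CellTiter-Fluor fluorescence was measured in A549 ARE_Fluc cells after 18-24 h of compound exposure in a concentration series. The subsequent BugLite luminescent read reports ARE-luciferase activity.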
ATXN2 expr inh: inhibitors of ATXN2 expression | HEK-293 ATXN2-luciferase reporter, luminescence, 24 h | Potency, µM (titrated, usually from 57 µM), inactives show at the top dose activity change, negative = inhibition, most hits filed as inhibitors | 0.72% of 360,000 active; also: potency is read from the fitted curve at half-maximal effect; % is scaled to controls: 0 for no effect and ±100 for the full control effect; nearly all actives have a fitted effect of over 55% in size
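ATXN2-luciferase reporter cells (luciferase flanked by upstream and downstream ATXN2 gene portions) were treated 24 h at 37 °C with compounds at up to 57 uM. SteadyGlo luminescence gave expression; GF-AFC fluorescence gave viability.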
EPAC2 agonist: EPAC2 (human) agonism | Q8WZA2 | EPAC2 activation, biochemical qHTS; response scale: 100% = 6.5 mM cAMP response | Potency, µM (titrated, usually from 154 µM), inactives show at the top dose activation, most hits filed as activators | 0.079% of 360,000 active | AID 720711; also: potency is read from the fitted curve at half-maximal effect; nearly all actives have a fitted effect of over 50% in size
Target sequence (Q8WZA2 whole entry, looked up): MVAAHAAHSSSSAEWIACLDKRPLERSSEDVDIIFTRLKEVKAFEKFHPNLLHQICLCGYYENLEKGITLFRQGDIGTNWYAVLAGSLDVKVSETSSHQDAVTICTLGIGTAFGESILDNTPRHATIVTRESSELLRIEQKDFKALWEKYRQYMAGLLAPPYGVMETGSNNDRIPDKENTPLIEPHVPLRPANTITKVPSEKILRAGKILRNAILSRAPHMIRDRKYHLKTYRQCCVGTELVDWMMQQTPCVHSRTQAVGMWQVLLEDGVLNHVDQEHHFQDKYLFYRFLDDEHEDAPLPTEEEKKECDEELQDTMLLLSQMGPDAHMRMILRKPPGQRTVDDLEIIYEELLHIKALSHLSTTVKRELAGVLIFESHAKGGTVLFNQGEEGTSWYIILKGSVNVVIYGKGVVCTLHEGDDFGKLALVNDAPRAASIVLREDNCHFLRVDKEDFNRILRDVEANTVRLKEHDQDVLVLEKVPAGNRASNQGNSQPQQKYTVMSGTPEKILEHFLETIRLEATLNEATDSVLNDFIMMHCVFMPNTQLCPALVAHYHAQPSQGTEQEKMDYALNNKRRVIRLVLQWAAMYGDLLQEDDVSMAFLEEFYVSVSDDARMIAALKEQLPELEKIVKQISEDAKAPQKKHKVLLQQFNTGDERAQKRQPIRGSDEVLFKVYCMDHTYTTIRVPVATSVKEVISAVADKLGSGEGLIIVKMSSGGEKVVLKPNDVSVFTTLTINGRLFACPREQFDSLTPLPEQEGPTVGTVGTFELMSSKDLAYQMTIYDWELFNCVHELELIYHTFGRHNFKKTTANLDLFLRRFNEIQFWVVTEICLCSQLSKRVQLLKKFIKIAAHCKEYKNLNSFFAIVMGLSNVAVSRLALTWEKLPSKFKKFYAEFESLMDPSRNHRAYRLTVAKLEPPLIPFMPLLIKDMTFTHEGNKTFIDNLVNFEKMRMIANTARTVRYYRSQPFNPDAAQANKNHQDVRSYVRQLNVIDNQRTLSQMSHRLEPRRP
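Nucleotide exchange monitored as fluorescence drop when BODIPY-GDP leaves Rap1B. Reaction: 100 nM EPAC2, 250 nM RAP1B-BODIPY-GDP, 50 uM GDP, room temperature, kinetic read over 30 min. Activity expressed relative to 6.5 mM cAMP.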
Numbers without * were called inactive; i = inactive; ? = inconclusive; . = not tested or not shown; & = joins results of further samples; [ ] = dose if it differs, or a comment. Unless noted, calls follow the shape of the dose curve; as a rule, active = well fitted curve in the direction sought with a large enough effect; inconclusive = small, poorly fitted or top-dose-only effect, or another doubt; inactive = no such curve, though single readings can be large; an effect the other way counts as inactive or inconclusive.

SMILES	HepG2 tox	IL2 activator	S2 tox	Nrf2 inh	Nrf2 activator	TGFb SMAD3 inh	A549 viability	ATXN2 expr inh	EPAC2 agonist
CCCCCCn1c(CN2CCN(C)CC2)nc2c1c(=O)n(C)c(=O)n2C	-91.0%	-3.4	i	4.6%	-4.0%	?	-3.4%	8.3%	-10.7%
CCOc1cc(N2CCOCC2)c(OCC)cc1NC(=O)C(NC(=O)c1c(F)cccc1F)C(C)C (stereo not given)	-17.5%	0.8	?	-11.1%	-1.0%	4.2%	0.1%	.	-7.2%
CCCCn1c(N)c(N(CCOC)C(=O)c2ccc3c(c2)C(=O)N(c2ccccc2C)C3=O)c(=O)[nH]c1=O	-1.4%	-5.2	i	1.0%	-0.5%	0.1%	4.2%	-11.2%	18.6%
CN(CCCNC(=O)CCC(=O)N1CCOc2ccc(Cl)cc21)Cc1ccccc1	-22.6%	-1.8	i	-5.2%	-0.8%	1.4%	-12.0%	-18.5%	-3.6%
COc1ccccc1CNC(=O)C(Cc1ccccc1)NS(=O)(=O)c1ccc2c(c1)CCN2C(C)=O (stereo not given)	-17.5%	.	i	8.7%	1.1%	-6.5%	-1.6%	-6.2%	.
CCCCC(=O)Nc1nnc(S(=O)(=O)N(C)Cc2ccccc2)s1	6.9%	.	.	-5.5%	-1.0%	20.2%	-0.2%	.	.
Cc1c(Cc2ccccc2)c(=O)oc2cc(OC(C)C(=O)NCC3CCC(C(=O)O)CC3)c(Cl)cc12 (stereo not given)	-4.0%	0.0	i	-7.5%	-0.8%	-0.8%	11.9%	-6.8%	-5.6%
C=CCN(C)CC/C=C1\c2ccccc2CSc2ccccc21	-40.6%	-2.2	i	9.4%	-0.1%	-16.0%	-10.3%	-14.5%	4.1%
Cc1cc(C)c(NC(=O)CN(C)C(=O)CCC(=O)c2ccc(C)s2)c(C)c1	-12.0%	0.1	i	5.2%	-0.6%	-28.5%	1.4%	-3.4%	3.7%
COc1ccc(-n2c(-c3ccc(Cl)cc3)c[nH]c2=S)cc1	-6.6%	-0.1	i	2.6%	0.8%	-17.8%	0.1%	8.5%	4.4%
Cc1ccc(-c2nc3cnccn3c2Nc2c(C)cccc2C)o1	-24.1%	-0.9	.	0.8%&1.3%	5.4%	?	0.7%&1.6%	-31.5%	12.7%
CN(Cc1cccc(F)c1)C(=O)c1ccc(S(=O)(=O)N2CCOCC2)cc1	-27.2%	0.0	i	-0.8%	2.0%	10.6%	2.8%	.	8.1%
CC1CC(C)(C)CC2(C1)NC(=O)N(CC(=O)Nc1cc([N+](=O)[O-])ccc1F)C2=O (stereo not given)	-8.7%	1.7	?	7.4%	0.9%	-6.8%	-3.6%	.	-6.0%
O=C(C1CCN(S(=O)(=O)c2cccc3cccnc23)CC1)N1CCn2c1nc1ccccc12	-49.2%	-3.2	i	?	-0.5%	-15.7%	-1.0%	-21.9%	1.9%
CCc1nc(NC(C)C)c2oc3ccccc3c2n1	-5.4%	0.2	i	-7.1%	3.3%	?	-0.5%	-8.6%	-4.0%
Cc1ccc2onc(CNC(=O)Nc3ccccc3C#N)c2c1	-16.7%	.	i	13.5%	1.3%	-13.1%	-0.7%	-6.0%	.
Cc1cc(-c2ccc(Cl)s2)n[nH]1	-1.5%	-0.7	?	9.1%	3.4%	17.1%	2.7%	35.2%	1.2%
Nc1nonc1-n1nnc(C(=O)N/N=C\c2ccncc2)c1CN1CCCCC1	5.4%	1.2	i	?	0.3%	?	?	.	0.3%
CN(Cc1nc2c(s1)CCCC2)C(=O)CCc1nnc(-c2ccccc2)o1	-2.7%	-2.6	i	13.5%	0.7%	-4.8%	10.0%	56.8%[activator]	6.2%
Cc1nc2nc(SCC(=O)NCc3ccco3)nn2c(C)c1Cc1ccccc1	-27.4%	-0.4	i	0.8%	-0.6%	-21.0%	-2.5%	-7.7%	9.9%
COc1ccc(NC(=O)CN2CCN(c3ccccc3F)CC2)c(OC)c1	-4.4%	.	i	.	-1.1%	?	0.5%	-1.7%	.
O=C(Nc1ccccc1F)c1ccc(COc2ccc(Cl)cc2Cl)o1	-7.0%	-2.7	i	10.2%	5.7%	10.0%	2.6%	8.1%	3.7%
COc1ccc(NC(=O)CSc2cn(CC(=O)N3CCOCC3)c3ccccc23)cc1OC	-7.1%	.	.	-1.3%	4.4%	-14.9%	-4.9%	.	.
CCOC(=O)c1c(Nc2ccc(C)c(C)c2)nnc(-c2ccccc2)c1-c1ccccc1	-7.8%	.	i	-18.1%	1.1%	-15.2%	-0.6%	-36.0%	.
Cc1csc(=O)n1CCC(=O)OCc1nnc(-c2ccccc2)o1	-16.3%	0.1	i	?	7.1%	-4.1%	-0.8%	14.7%	9.0%
(next part)
SMILES	HepG2 tox	IL2 activator	S2 tox	Nrf2 inh	Nrf2 activator	TGFb SMAD3 inh	A549 viability	ATXN2 expr inh	EPAC2 agonist
CC(C)CN(C(=O)COC(=O)c1cccnc1Cl)c1c(N)n(Cc2ccccc2)c(=O)[nH]c1=O	8.2%	0.6	i	?	0.4%	5.7%	-1.4%	-5.8%	0.5%
O=c1cc(NCc2ccccc2)[nH]c(=O)[nH]1	-4.1%	1.3	i	-0.5%	0.0%	11.1%	-14.3%	20.3%	0.3%
COc1ccccc1-n1cc2ccc([N+](=O)[O-])cc2n1	-4.6%	0.4	i	?	11.2µM*	?	14.9%	.	1.8%
CC(C)[C@H](NC(=O)c1ccccc1Cl)C(=O)OCc1cc([N+](=O)[O-])cc2c1OCOC2	-1.6%	-2.8	i	23.0%	4.0%	-22.1%	2.5%	16.9%	17.2%
COc1ccc(CN(C)CC(=O)Nc2ccccc2C(F)(F)F)cc1	3.0%	-0.3	i	-11.6%	-0.1%	-14.5%	-0.3%	.	3.6%
O=C(c1cc(COc2cccc3cccnc23)on1)N1CCC[C@H]1CO	-8.8%	-2.7	i	.	4.7%	-5.6%	.	.	0.0%
COc1cc(NC(=O)Cn2c(=O)oc3cc(S(=O)(=O)N4CCCCCC4)ccc32)cc(OC)c1	-13.8%	.	.	.	0.6%	?	-0.1%	.	.
Cc1csc(=O)n1CCC(=O)OCC(=O)Nc1cc(Cl)ccc1[N+](=O)[O-]	-1.3%	-0.7	i	-19.2%	4.3%	-0.5%	0.7%	-0.7%	6.4%
CN(CCOCCOc1ccc2ccccc2c1)Cc1ccccc1	-36.0%	-1.7	i	9.3%	0.2%	?	3.5%	-11.4%	-7.8%
Cc1cc(=O)oc2cc(OC(C)C(=O)NCCCN3CCCC3=O)c(Cl)cc12 (stereo not given)	2.3%	-4.1	i	12.0%	-0.1%	-0.4%	-2.8%	9.3%	3.5%
CCn1nc(C)c(/C=N/NC(=O)Cn2nccc2C)c1C	-3.2%	-1.8	i	?	0.3%	-5.1%	-0.6%	35.7%	-5.6%
COc1cc([C@@H]2CC=C(C(=O)O)[C@H](c3ccccc3)N2S(=O)(=O)c2ccc(C)cc2)cc(OC)c1OC	1.3%	0.4	i	-5.1%	2.1%	3.9%	0.1%	-1.7%	-3.3%
Brc1ccc(-n2cccc2/C=N/n2cnnc2)cc1	48.0%	1.0	i	.	-0.6%	0.0%	-1.6%	-7.3%	5.7%
COc1cc(C)c(Cl)cc1S(=O)(=O)NCCN1CCOCC1	-54.6%	-3.2	i	.	-0.1%	1.4%	4.9%	-12.6%	9.5%
c1ccc(C(c2c[nH]c3ccccc23)c2c[nH]c3ccccc23)nc1	16.0%	0.4	?	.	5.3%	?	-10.3%	8.5%	12.0%
O=C(c1cccs1)N1CCN(Cc2nc(-c3ccccc3)no2)CC1	-13.3%	-1.3	i	.	-0.8%	-22.7%	.	.	2.8%
O=c1[nH]c(=O)n([C@H]2C[C@H](O)[C@@H](CO)O2)cc1I	-0.3%	1.6	i	5.7%	-0.3%	2.6%	-0.6%	7.2%&2.7%	-5.5%
O=C1CN(C(=O)NCC(=O)N[C@@H](Cc2ccccc2)C(=O)O)c2ccccc2N1	-33.8%	4.5	i	-12.5%	-0.6%	-16.5%	-11.0%	0.1%	-0.2%
COC(=O)c1ccc(CSCc2ccc(C(=O)OC)o2)o1	0.4%	2.7	i	0.3%	6.3%	-2.6%	7.0%	-6.9%	18.4%
COc1cccc(NC(=O)C2C3C=CC4(O3)C2C(=O)N(C(C)C)C4C(=O)NC2CCCCC2C)c1 (stereo not given)	1.0%	0.7	?	-2.8%	-0.9%	-0.6%	-15.7%	-8.5%	-1.8%
CSc1nc(N)c(C(=O)NC2CCCCC2)s1	-5.9%	-2.6	?	-0.6%	7.1%	0.7%	-4.5%	.	-1.0%
CCOC(=O)CC(=O)c1sc2c(c1N)c(=O)[nH]c(=O)n2-c1ccc(OC)cc1	-17.3%	-0.3	i	21.9%	0.0%	11.7%	11.0%	.	-2.2%

One compound at a time, from the list above. Order of screens: HepG2 tox, IL2 activator, S2 tox, Nrf2 inh, Nrf2 activator, TGFb SMAD3 inh, A549 viability, ATXN2 expr inh, EPAC2 agonist
CC(C)CN(C(=O)COC(=O)c1cccnc1Cl)c1c(N)n(Cc2ccccc2)c(=O)[nH]c1=O in the list: 8.2%, 0.6, i, ?, 0.4%, 5.7%, -1.4%, -5.8%, 0.5%
O=C1CN(C(=O)NCC(=O)N[C@@H](Cc2ccccc2)C(=O)O)c2ccccc2N1 in the list: -33.8%, 4.5, i, -12.5%, -0.6%, -16.5%, -11.0%, 0.1%, -0.2%

As entered above:
IL2 activator result of COc1ccccc1-n1cc2ccc([N+](=O)[O-])cc2n1 is entered as 0.4
Nrf2 activator result of COc1ccc(CN(C)CC(=O)Nc2ccccc2C(F)(F)F)cc1 is entered as -0.1%

Screening results deposited in PubChem by National Center for Advancing Translational Sciences (NCATS).
